Efflux pump mplx: inhibitors of Candida efflux pumps in yeast, primary screen, S. cerevisiae, Nile Red, multiplex; S. cerevisiae Candida pump triplex; inhibition, % at 10 µM; 0.44% of 330,000 active; AID 485275, 2010;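 active = plate passing quality check with inhibition over a set limit, or well fluorescence over plate mean plus 4 SD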;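 also: Nile Red retained in pooled yeast measured as flow cytometry median fluorescence; 0% = buffer negative control and 100% = Enniatin B positive control; higher means more Nile Red kept so more efflux inhibition; some compounds called inactive have numbers as strong as hits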
PP5 inh: PP5 phosphatase inhibitors, primary screen, biochemical, fluorescence; Serine/threonine-protein phosphatase 5 (Homo sapiens), P53041; purified PP5c, OMFP substrate fluorescence; inhibition, % at 6.7 µM; 0.18% of 320,000 active;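 active = inhibition above the campaign's mean inhibition across all tested compounds plus 3 SD, cut at about 9.5% in these data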;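 also: 0% = DMSO only and 100% = 100 µM cantharidin control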
EBNA-1 inhibitor: EBNA-1 DNA-binding inhibitors, primary screen, biochemical, fluorescence polarization; AID 1950, 2009; 0.34% of 300,000 active; inhibition, % at 14.8 µM; in the data active = inhibition above about 28%
Fh CTSL1 inh: Fasciola hepatica cathepsin L1 inhibitors, primary screen, counter-screen for PFM18AAP inhibitor project, biochemical, QFRET, fluorogenic peptide substrate | recombinant F. hepatica cathepsin L1, Z-Leu-Arg-MCA fluorescence | inhibition, % at 5.96 µM | 0.49% of 300,000 active;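 active = inhibition above the mean of all tested compounds plus 3 SD, set per screening campaign, cut at about 17% in these data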;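 also: 0% = plate median of test compound wells and 100% = 1 µM Z-Phe-Ala-diazomethylketone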
HCV core dimer: inhibitors of HCV core protein dimerization, primary screen, biochemical, TR-FRET, high-throughput | TR-FRET GST/Flag-core106 dimerization, 1536-well | inhibition, % at 5 µM | 0.33% of 300,000 active | AID 1899, 2009;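 active = inhibition above the mean of all tested compounds plus 3 SD, set per screening campaign, cut at about 45% in these data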
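Material: GST/Flag-tagged HCV core106 proteins. Incubation: 4 h, 22.5 °C incubation. Read-out basis: inhibition (%) from 671 over 617 nm ratio. Measured by: TR-FRET, excitation 340 nm, emission 617 and 671 nm.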
TPT1 inhibitor: Candida albicans TPT1 enzyme inhibitors, primary screen, biochemical, fluorescence polarization | tRNA 2'-phosphotransferase TPT1 (Candida albicans SC5314) | inhibition, % at 5 µM | 0.81% of 300,000 active | AID 1962, 2009 | recombinant caTPT1, FP RNA substrate dephosphorylation;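 active = inhibition above the mean of all tested compounds plus 3 SD, set per screening campaign, cut at about 24% in these data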;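 also: plate controls were DMSO alone for no effect and ferristatin control at 100 nM for full effect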
ZTA counter: ZTA (EBV) inhibition in EBNA-1 counter-screen | inhibition, % at 11 µM | P03206 | ZTA-DNA binding, fluorescence polarization | 0.15% of 320,000 active; in the data active = inhibition above about 33%
PP1 counter: PP1-alpha phosphatase inhibitors, primary screen, counter-screen for PP5 inhibitor project, biochemical, fluorescence, OMFP substrate, single point | 0.9% of 320,000 active | purified PP1alpha | inhibition, % at 6.7 µM;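 active = inhibition above the mean inhibition of all tested compounds plus 3 SD, computed separately for each screening campaign, cut at about 15% in these data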
Target sequence (P62136 whole entry, looked up): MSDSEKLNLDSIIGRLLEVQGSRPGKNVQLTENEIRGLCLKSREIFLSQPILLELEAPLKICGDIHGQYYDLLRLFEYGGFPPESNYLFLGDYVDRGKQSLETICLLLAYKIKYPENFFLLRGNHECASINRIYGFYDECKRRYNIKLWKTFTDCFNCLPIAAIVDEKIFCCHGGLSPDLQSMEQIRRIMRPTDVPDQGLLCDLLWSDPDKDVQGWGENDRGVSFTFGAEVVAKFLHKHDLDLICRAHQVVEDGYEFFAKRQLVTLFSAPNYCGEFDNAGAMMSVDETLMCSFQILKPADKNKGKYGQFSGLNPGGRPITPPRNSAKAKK
PREPL inhibitor: PREPL enzyme inhibitors, primary screen, biochemical, fluorescence polarization. AID 2751, 2010. recombinant PREPL, fluorescence polarization activity-based probe. 0.68% of 320,000 active. Prolyl endopeptidase-like (Homo sapiens), Q4J6C6. inhibition, % at 5.96 µM; in the data active = inhibition above about 43%;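 also: 0% = enzyme with DMSO and 100% = wells lacking enzyme; many of its hits are not listed in these tables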
Target sequence (Q4J6C6 whole entry, looked up): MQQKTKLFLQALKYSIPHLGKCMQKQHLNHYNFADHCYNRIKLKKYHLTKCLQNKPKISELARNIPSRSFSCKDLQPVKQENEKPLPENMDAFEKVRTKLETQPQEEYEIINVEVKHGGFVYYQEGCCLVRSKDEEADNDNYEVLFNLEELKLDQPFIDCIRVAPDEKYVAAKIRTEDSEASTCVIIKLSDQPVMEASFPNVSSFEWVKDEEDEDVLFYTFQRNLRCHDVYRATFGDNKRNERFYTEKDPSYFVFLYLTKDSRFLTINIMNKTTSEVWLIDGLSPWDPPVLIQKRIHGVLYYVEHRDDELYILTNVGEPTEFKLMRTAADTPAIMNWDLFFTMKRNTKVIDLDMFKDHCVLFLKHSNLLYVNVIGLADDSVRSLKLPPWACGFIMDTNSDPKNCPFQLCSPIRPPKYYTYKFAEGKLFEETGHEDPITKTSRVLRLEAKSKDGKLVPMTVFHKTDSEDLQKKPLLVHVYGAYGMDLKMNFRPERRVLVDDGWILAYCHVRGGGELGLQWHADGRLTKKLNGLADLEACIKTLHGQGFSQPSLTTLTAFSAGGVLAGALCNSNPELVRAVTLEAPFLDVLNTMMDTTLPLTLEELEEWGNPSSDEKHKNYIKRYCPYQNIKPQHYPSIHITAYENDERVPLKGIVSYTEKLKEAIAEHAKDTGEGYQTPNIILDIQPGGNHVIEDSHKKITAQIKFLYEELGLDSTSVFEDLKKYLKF
Numbers without * were called inactive; · = no result given. An excerpt; the hit share may differ from the screen's.

1: COc1cccc(/C=C2\SC(=S)N(NS(=O)(=O)c3ccc(C)cc3)C2=O)c1OC
2: CN(CC(=O)Nc1ccccc1Cl)C(=O)COC(=O)CN1C(=O)NC2(CCCC2)C1=O
3: O=C1CCN(Cc2nc(-c3ccc(Cl)cc3)no2)CCN1
4: NC(=O)c1oc2ccc(Cl)cc2c1NC(=O)CN1CCOCC1
5: CC(=O)NC(CC(=O)NC1CCCc2ccccc21)c1ccccc1 (centres undefined)
6: O=C(CN1C(=O)NC2(CCCC2)C1=O)Nc1ccc(F)c(Cl)c1
entry no. | 1 | 2 | 3 | 4 | 5 | 6
Efflux pump mplx | 0.1 | -0.2 | 0.0 | -0.2 | 0.0 | 0.0
PP5 inh | 0.6 | -3.0 | 2.7 | 1.7 | 1.4 | 2.8
EBNA-1 inhibitor | 8 | 4 | -3 | -8 | 5 | -3
Fh CTSL1 inh | -1 | 0 | 1 | 2 | -3 | -2
HCV core dimer | 2 | -8 | 5 | -2 | 8 | -2
TPT1 inhibitor | 1 | -4 | -1 | -1 | 3 | -2
ZTA counter | 16 | -11 | -10 | 0 | -6 | -5
PP1 counter | 6 | -3 | 2 | -4 | -4 | 1
PREPL inhibitor | -7 | 21 | 2 | -7 | 1 | 0

7: CCOC(=O)C1CCN(Cc2cnc(Oc3ccc(N)cc3)s2)CC1
8: O=C(O)c1cc(S(=O)(=O)N2CCCCCC2)c(Cl)cc1Cl
9: Cc1cccc(C)c1NC(=O)CNC(=O)CCC(=O)N1CCOCC1
10: COc1ccc(S(=O)(=O)NCC2CCCN(C(=O)c3occc3C)C2)cc1 (centres undefined)
11: N#CCNC1CC(=O)N(c2ccc(F)cc2)C1=O (centres undefined)
12: CC(C)C(NS(=O)(=O)c1cccs1)C(=O)NCCCN1CCCCCC1 (centres undefined)
entry no. | 7 | 8 | 9 | 10 | 11 | 12
Efflux pump mplx | 0.0 | 0.4 | 0.0 | 0.0 | -0.1 | 0.0
PP5 inh | 2.5 | -2.0 | 1.0 | -0.2 | 1.2 | 0.2
EBNA-1 inhibitor | 13 | -7 | 2 | 11 | 5 | 2
Fh CTSL1 inh | -2 | 1 | 1 | 10 | 0 | 6
HCV core dimer | -7 | -1 | 2 | 1 | 6 | 2
TPT1 inhibitor | 0 | -1 | 0 | -4 | 0 | 4
ZTA counter | -18 | 2 | -6 | -6 | 6 | 9
PP1 counter | -4 | -3 | -4 | -3 | -4 | -3
PREPL inhibitor | 20 | 10 | -11 | 19 | -4 | 12

Some of these compounds in order of number of heavy atoms, highest first.
12: CC(C)C(NS(=O)(=O)c1cccs1)C(=O)NCCCN1CCCCCC1 (centres undefined)
9: Cc1cccc(C)c1NC(=O)CNC(=O)CCC(=O)N1CCOCC1
11: N#CCNC1CC(=O)N(c2ccc(F)cc2)C1=O (centres undefined)
entry no. | 12 | 9 | 11
Efflux pump mplx | 0.0 | 0.0 | -0.1
PP5 inh | 0.2 | 1.0 | 1.2
EBNA-1 inhibitor | 2 | 2 | 5
Fh CTSL1 inh | 6 | 1 | 0
HCV core dimer | 2 | 2 | 6
TPT1 inhibitor | 4 | 0 | 0
ZTA counter | 9 | -6 | 6
PP1 counter | -3 | -4 | -4
PREPL inhibitor | 12 | -11 | -4

Later entries.
13: O=C1c2ccccc2C(=O)N1CN(C(=O)COc1ccc(Cl)cc1Cl)c1cccc(F)c1
14: CCNc1nc(NCC)nc(N(C#N)CCOc2ccccc2)n1
15: COc1cccc(NC(=O)C2CCCN(S(=O)(=O)c3ccc(-n4cnnn4)cc3)C2)c1 (centres undefined)
16: Cc1c(N2C(=O)C3C4C=CC(C4)C3C2=O)c(=O)n(-c2ccccc2)n1C (centres undefined)
17: Cc1onc(-c2c(Cl)cccc2Cl)c1C(=O)NC1CCCCC1
18: Cc1ccccc1Nc1cc(C(=O)NCc2ccco2)c2ccccc2n1
entry no. | 13 | 14 | 15 | 16 | 17 | 18
Efflux pump mplx | 0.0 | 0.2 | -0.1 | 0.0 | -0.1 | 0.6
PP5 inh | 1.0 | 3.0 | -6.3 | -1.7 | 0.6 | 1.9
EBNA-1 inhibitor | 11 | -16 | 55* | 8 | -2 | 7
Fh CTSL1 inh | 2 | -3 | 4 | 1 | -1 | 4
HCV core dimer | 24 | 4 | 6 | -2 | 7 | 2
TPT1 inhibitor | 0 | -1 | -4 | 2 | 0 | 1
ZTA counter | -12 | -8 | -14 | 13 | -6 | -6
PP1 counter | 1 | -2 | -2 | -2 | 0 | 6
PREPL inhibitor | 0 | 9 | 6 | -3 | -6 | 3

19: CCCn1c(=O)[nH]c(=O)c2c1nc(-c1ccc3c(c1)OCCO3)n2CCN1CCOCC1
20: COCCSc1nnc(NC(=O)Cc2ccc(OC)c(OC)c2)s1
21: CS(=O)(=O)N(CC(=O)N1CCN(Cc2ccccc2)CC1)C1CCCCC1
22: O=C(Cc1ccc(Cl)cc1)Nc1ccccc1Sc1ccccc1
23: CSc1nnc(SCC#N)s1
24: Clc1cccc(Cl)c1Cn1ccc(C2CC2)n1
entry no. | 19 | 20 | 21 | 22 | 23 | 24
Efflux pump mplx | -0.1 | -0.2 | -0.1 | -10 | -0.1 | 0.0
PP5 inh | 0.2 | -2.9 | -0.5 | 0.8 | 0.5 | -3.2
EBNA-1 inhibitor | 3 | -3 | 5 | -3 | 0 | 9
Fh CTSL1 inh | 0 | -2 | 0 | -2 | 3 | -4
HCV core dimer | 4 | -4 | -6 | 4 | 1 | -2
TPT1 inhibitor | -3 | -1 | -7 | -2 | -1 | -1
ZTA counter | -4 | -17 | 0 | -12 | -2 | 6
PP1 counter | -4 | -4 | -3 | 0 | -1 | -3
PREPL inhibitor | -1 | 10 | 3 | -6 | -6 | -5

25: CCO[C@@H]1OC(C(=O)N2CCOCC2)=C[C@H](C)[C@H]1CCCO
26: NC(=O)c1cc(S(=O)(=O)Nc2cccc(F)c2)co1
27: Clc1cccc(Cl)c1CSc1nnc(-c2ccncc2)s1
28: O=C(COC(=O)C1CC(=O)N(Cc2ccccc2)C1)Nc1ccccc1F (centres undefined)
29: Cc1ccccc1OCC(=O)NNC(=O)c1ccoc1C
30: Cc1ccc(-n2cc(CN3CCCN(C=O)CC3)c(-c3ccc(F)cc3)n2)cc1
entry no. | 25 | 26 | 27 | 28 | 29 | 30
Efflux pump mplx | 0.0 | -0.3 | 0.0 | -0.1 | 0.3 | 0.9
PP5 inh | 4.5 | 0.2 | 3.2 | -1.8 | 0.1 | 3.1
EBNA-1 inhibitor | -9 | 3 | -6 | 0 | · | -14
Fh CTSL1 inh | -3 | 3 | -2 | -46 | · | -5
HCV core dimer | -7 | 0 | -6 | 1 | · | 8
TPT1 inhibitor | -3 | 1 | -1 | -1 | · | 4
ZTA counter | -3 | 3 | -19 | 19 | 17 | -6
PP1 counter | 0 | 0 | 1 | -4 | -3 | -10
PREPL inhibitor | -4 | 1 | 12 | -8 | 6 | -12

Reprinted at random: five records from the list, in no set order.
25: CCO[C@@H]1OC(C(=O)N2CCOCC2)=C[C@H](C)[C@H]1CCCO
28: O=C(COC(=O)C1CC(=O)N(Cc2ccccc2)C1)Nc1ccccc1F (centres undefined)
26: NC(=O)c1cc(S(=O)(=O)Nc2cccc(F)c2)co1
30: Cc1ccc(-n2cc(CN3CCCN(C=O)CC3)c(-c3ccc(F)cc3)n2)cc1
27: Clc1cccc(Cl)c1CSc1nnc(-c2ccncc2)s1
entry no. | 25 | 28 | 26 | 30 | 27
Efflux pump mplx | 0.0 | -0.1 | -0.3 | 0.9 | 0.0
PP5 inh | 4.5 | -1.8 | 0.2 | 3.1 | 3.2
EBNA-1 inhibitor | -9 | 0 | 3 | -14 | -6
Fh CTSL1 inh | -3 | -46 | 3 | -5 | -2
HCV core dimer | -7 | 1 | 0 | 8 | -6
TPT1 inhibitor | -3 | -1 | 1 | 4 | -1
ZTA counter | -3 | 19 | 3 | -6 | -19
PP1 counter | 0 | -4 | 0 | -10 | 1
PREPL inhibitor | -4 | -8 | 1 | -12 | 12

Remaining list, next part
31: CC(C)c1ccc(NC(=O)C2C3C=CC4(O3)C2C(=O)N(CCCN2CCOCC2)C4C(=O)NC2CCCCC2)cc1 (centres undefined)
32: CC1(C)Oc2ccc3ccc(=O)oc3c2/C(=C/NNC(N)=S)C1=O
33: CC(C)(C)Nc1ncnc2c1cnn2-c1ccccc1
34: O=[N+]([O-])c1cc([N+](=O)[O-])c(Oc2c(Cl)cccc2Cl)cc1NN1CCCCC1
35: Cc1cccc(N2N=C(C(=O)Nc3nc(C)cs3)CCC2=O)c1
36: O=C(Cn1c(COc2ccccc2)nc2ccccc21)Nc1cc(Cl)cc(Cl)c1
entry no. | 31 | 32 | 33 | 34 | 35 | 36
Efflux pump mplx | -0.3 | 0.0 | 0.0 | 0.0 | 0.1 | 0.1
PP5 inh | -1.0 | 0.6 | -0.7 | 0.4 | -1.4 | 0.6
EBNA-1 inhibitor | 5 | -9 | -2 | -2 | -9 | 10
Fh CTSL1 inh | 2 | 5 | -1 | -1 | 4 | -3
HCV core dimer | -1 | -23 | 0 | 8 | 8 | 5
TPT1 inhibitor | -1 | 7 | -5 | 0 | 2 | 2
ZTA counter | 6 | 2 | 5 | 2 | 1 | -7
PP1 counter | -4 | -3 | -2 | -1 | -1 | -2
PREPL inhibitor | 8 | 3 | 1 | -2 | 5 | -6

37: O=[N+]([O-])c1ccc(S(=O)(=O)CC(CN2CCCCC2)N2CCCCC2)cc1 (centres undefined)
38: COc1cccc(NC(=O)c2cccc(Cl)c2)c1
39: COc1ccc(NC(=O)CSc2n[nH]c(CNc3cccc(C)c3)n2)cc1
40: Cc1ccccc1NC(=O)CSc1nc2ccccc2o1
41: O=C(N/N=C/c1cccc([N+](=O)[O-])c1)c1c[nH]c2ccccc12
42: CC(=O)Nc1ccc(S(=O)(=O)Nc2ccc3c(c2)OCCO3)cc1
entry no. | 37 | 38 | 39 | 40 | 41 | 42
Efflux pump mplx | 0.3 | 0.1 | 0.0 | 0.0 | -0.1 | -0.1
PP5 inh | 2.2 | -0.2 | 1.7 | -1.2 | 3.8 | -0.2
EBNA-1 inhibitor | -5 | 10 | -19 | 1 | -5 | 2
Fh CTSL1 inh | 1 | -3 | -4 | -1 | 0 | 2
HCV core dimer | 0 | 5 | -13 | -6 | -3 | -4
TPT1 inhibitor | 5 | 3 | -3 | -2 | -3 | -3
ZTA counter | -3 | 2 | -6 | -4 | -11 | 3
PP1 counter | -5 | 2 | 2 | -1 | 0 | -3
PREPL inhibitor | 8 | 0 | 11 | 7 | 28 | 10

43: CCc1nnc(NC(=O)CN2C(=O)NC3(CC(C)CC(C)(C)C3)C2=O)s1 (centres undefined)
44: CCCC12CN3CCN(CC(C3)/C1=N\NC(=O)c1ccc(F)cc1)C2
45: Cn1c(SCC(=O)Nc2ccccc2O)nnc1-c1ccco1
46: Cc1ccc(S(=O)(=O)NN)c(C)c1N1CCCC1=O
47: Oc1ccc(Br)cc1CNc1cnc2ccccc2c1
48: CC1(C)Cc2c(sc3nc4n(c(=N)c23)CCCCC4)CO1
entry no. | 43 | 44 | 45 | 46 | 47 | 48
Efflux pump mplx | -0.1 | 0.0 | 0.0 | 0.1 | 0.0 | -0.1
PP5 inh | -2.0 | -5.5 | 0.7 | -1.1 | 4.6 | 1.4
EBNA-1 inhibitor | 3 | -4 | 7 | -13 | 7 | 0
Fh CTSL1 inh | 0 | 11 | -3 | -1 | -1 | -1
HCV core dimer | 2 | -1 | -2 | 0 | 1 | -3
TPT1 inhibitor | 2 | -2 | 0 | -1 | -2 | 0
ZTA counter | 12 | -32 | -6 | -13 | -2 | 5
PP1 counter | -2 | -6 | -5 | -3 | 5 | 5
PREPL inhibitor | 1 | 7 | 0 | 2 | -7 | 1
